Screening data as filed in PubChem BioAssay.
Keap1 Nrf2 FP – inhibitors of human Keap1-Nrf2 protein-protein interaction; Q14145; hit rate 0.15% among 340,000; Keap1 Kelch-Nrf2 peptide fluorescence polarization, 1536-well; inhibition, % at 9.4 µM; in the data active means inhibition above about 12%;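 further: human Keap1 Kelch domain with fluorescein labeled Nrf2 9mer peptide probe; 0% = neutral control wells and 100% = peptide positive control; higher means more block of Keap1 binding to Nrf2 peptide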
Target sequence (Q14145 whole entry, looked up, the tested form may be a part): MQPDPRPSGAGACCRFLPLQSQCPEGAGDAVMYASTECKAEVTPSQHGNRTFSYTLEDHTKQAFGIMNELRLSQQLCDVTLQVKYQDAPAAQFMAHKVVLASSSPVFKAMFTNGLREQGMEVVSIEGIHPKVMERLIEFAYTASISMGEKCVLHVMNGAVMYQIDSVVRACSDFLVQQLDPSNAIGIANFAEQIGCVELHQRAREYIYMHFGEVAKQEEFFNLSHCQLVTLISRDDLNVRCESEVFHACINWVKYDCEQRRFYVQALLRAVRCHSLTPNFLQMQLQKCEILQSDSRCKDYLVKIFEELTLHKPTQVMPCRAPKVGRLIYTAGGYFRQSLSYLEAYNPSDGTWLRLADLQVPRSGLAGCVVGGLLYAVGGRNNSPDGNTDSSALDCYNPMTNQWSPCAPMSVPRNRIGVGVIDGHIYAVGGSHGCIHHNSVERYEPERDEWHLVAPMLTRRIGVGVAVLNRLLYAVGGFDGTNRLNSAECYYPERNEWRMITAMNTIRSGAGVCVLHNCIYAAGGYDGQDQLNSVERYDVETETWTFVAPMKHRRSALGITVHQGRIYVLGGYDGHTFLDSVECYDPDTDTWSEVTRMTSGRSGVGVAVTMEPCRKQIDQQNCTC
Arrestin-AP2 inh – blocks beta-arrestin peptide binding to AP2 adaptin; hit rate 0.31% among 340,000; inhibition, % at 10 µM; FITC-arrestin peptide / GST-AP2 beads, flow cytometry; AP2 beta2 appendage carries R879A mutation; AID 504490;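 active means inhibition above a set limit, near 3 SD of compounds lacking own fluorescence, cut at about 54% in these data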;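 further: plate controls were DMSO wells for no effect and 5 µM unlabelled arrestin peptide for full effect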
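Material – AP2 appendage R879A on GSH beads · Buffer or medium – PBS with 0.05% Tween 20 and 0.1% BSA · Probe or stimulus – fluorescein-tagged arrestin peptide at 50 nM final · Incubation – compound with beads 12 min RT, then probe 1 h RT · Detection – high-throughput flow cytometry of beads, ex 488, em 535 nm · Evaluation – percent response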
LANA DNA inh – inhibitors of KSHV LANA C-terminal domain DNA binding. inhibition, % at 9 µM. MBP-C-LANA/FAM-LBS DNA binding, fluorescence polarization. AID 504423. hit rate 0.078% among 340,000;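 active means highest replicate inhibition at or above 60% at 9 µM, even if other replicates fall short; inactive means all replicates below 60% inhibition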;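 further: 0% = neutral control wells and 100% = 4 µM acridine orange control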
DAGLB inh – diacylglycerol lipase beta (human) inhibition | inhibition, % at 5.17 µM | hit rate 0.059% among 340,000 | Q8NCG7 | HEK293T DAGLB membrane lysate, EnzChek fluorogenic substrate; in the data active means inhibition above about 34%;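 further: 0% = enzyme with vehicle and 100% = wells lacking enzyme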
DSG3 Ab inh – human desmoglein-3 autoantibody binding inhibition | binding (percent of control), % at 10 µM | DSG3-coupled beads, scFv-anti-DSG3-GFP binding, flow cytometry; hits give low values | hit rate 0.48% among 310,000;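 active means binding more than 3 SD below its plate's average and above zero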;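 further: hits lower antibody fragment binding to DSG3; some compounds called inactive have numbers as strong as hits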
V-ATPase pHluor – yeast V-ATPase proton transport regulation by pHLuorin | hit rate 0.37% among 350,000 | S. cerevisiae, pHLuorin cytosolic pH fluorescence | response, % at 10 µM; in the data active means response mostly above about 7.3%, no sharp cut-off; inactive means mostly below about 5.4%; further: actives read high; inactives centre near 0; some compounds called inactive have numbers as strong as hits
CAL PDZ FP-1 – blocks peptide binding to the human CAL PDZ domain. Q9HD26. purified CAL PDZ, TMR-peptide fluorescence polarization, 1 h. inhibition, % at 24.9 µM. hit rate 0.92% among 300,000. AID 602252;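 active means mean inhibition of at least 30% with at least half of replicates also reaching 30%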;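 further: 0% = DMSO neutral control and 100% = excess unlabeled competitor peptide PRC23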
CAL PDZ FP-2 – inhibitors of human CAL PDZ peptide binding; purified CAL PDZ, TMR-peptide fluorescence polarization, 1 h; inhibition, % at 20 µM; hit rate 0.02% among 330,000; AID 504414;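 active means highest replicate inhibition of at least 40%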;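 further: plate controls were DMSO neutral control wells for no effect and unlabeled competitor peptide control wells for full effect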
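Read-out basis: mP drop reported as inhibition | Assay system: Tagged CAL PDZ protein CerCALP, purified | Benchmarks: Unlabelled peptide for full inhibition, DMSO wells as neutral | Schedule: 1 h incubation at room temperature before polarization reading | Buffer or medium: Sodium phosphate/NaCl buffer pH 7.4 with TCEP, IgG, Thesit | Doses: Single point, 20 µM | Measured by: Fluorescence polarization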
RTF Ca sens inh – cardiac RTF calcium desensitization | P19429+P45379 | IANBD-labeled cardiac RTF, Ca2+ fluorescence | inhibition, % at 7.15 µM | hit rate 0.12% among 340,000 | AID 493244;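 active means inhibition above the mean inhibition of all tested compounds plus 3 SD, cut at about 17% in these data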;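 further: assay run at fixed EC70 calcium of 1.6 mM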
NSD2 HMT inh – inhibitors of human histone methyltransferase NSD2; inhibition, % at 12.5 µM; AID 743445; O96028; hit rate 0.54% among 310,000; NSD2 peptide methylation, AlphaScreen, 120 min; in the data active means inhibition above about 50%
An asterisk follows results filed as active; . = no result given; & = joins results of further samples. These rows are one share of the data; count on the stated rates, not on these rows.

SMILES	Keap1 Nrf2 FP	Arrestin-AP2 inh	LANA DNA inh	DAGLB inh	DSG3 Ab inh	V-ATPase pHluor	CAL PDZ FP-1	CAL PDZ FP-2	RTF Ca sens inh	NSD2 HMT inh
CCCCc1c(C(=O)O)cc(OC)cc1C(=O)O	-2	1	0.1	3	103	-3	-4	-0.5	-25	-2
CCN(CC)c1ccc(NC(=O)CCNC(=O)c2ccco2)cc1	-5	24	0.6	-2	85	3	-1	-1.3	-32	-2
CC1CCCCN1CCCNC(=O)c1ccc2nc(N3CCCCC3)sc2c1 (centres undefined)	-6	-8	-0.9	-3	104	-3	-2	-0.1	-4	.
CCOc1cc2[nH]c(=O)n(CC3CCC(C(=O)NCCCOC)CC3)c(=O)c2cc1OCC (centres undefined)	4	27	-0.7	-1	95	-1	7	-1.1	0	4
CC(=O)C1C(C)CC2C3CCC4CC(=O)CCC4(C)C3CCC21C (centres undefined)	-4	3	-2.5	-2	107	1	1	-0.6	-7	0
CC(Oc1ccccc1)C(=O)N1CCc2ccccc2C1 (centres undefined)	-2	-12	-0.8	-2	101	0	.	-0.3	-3	7
CC(NC(=O)c1ccc(Cn2cc([N+](=O)[O-])cn2)o1)c1ccccc1 (centres undefined)	-6	9	0.5	-1	108	-1	-2	-2.3	-5	5
CC(=O)Nc1ccc(OCCOc2ccc(/C=C3\C(=N)N4N=C(C)SC4=NC3=O)cc2)cc1	4	-15	-1.6	-1	98	-3	2	-0.4	2	0
CN(C)C(=S)NCc1ccccc1	4	8	-0.1	-1	112	12	.	0.1	-4	-1
Cc1ccc(OCC(=O)NNC(=O)C2CSC3(C)CCC(=O)N23)cc1 (centres undefined)	0	20	-0.8	2	96	-5	-8	-0.4	-5	5
CCOC(=O)NC(=O)CSc1ccccn1	1	13	-1.3	-2	81	4	-8	-2.7	-8	1
COc1cc2ccc(=O)oc2c(O[C@@H]2O[C@H](CO)[C@@H](O)[C@H](O)[C@H]2O)c1O	-2&-6	-2&31	1.1&1.6	-5&1	102&100	-3&-3	-2&-1	0.2&-0.3	-9&-13	-1
CN(c1ccccc1)S(=O)(=O)c1ccc(Cl)c(C(=O)NCc2ccccc2CN2CCCC2)c1	1	18	-0.1	-3	109	-2	13	-0.9	-1	3
NS(=O)(=O)c1ccc(SCc2ccccc2)nc1	0	4	-0.8	-5	110	0	-4	-0.7	-3	2
C/C(=N/NC(N)=S)c1ccc(Br)s1	-3	17	1.6	0	104	-2	-2	0.2	-5	-2
Cc1ccc(/C=N/N(C)S(=O)(=O)c2ccc(C)cc2)cc1	-2	-2	0.2	-6	102	0	49*	.	4	17
Cc1cc(-c2nc3cccnc3s2)ccc1NS(=O)(=O)c1cccs1	-6	-4	2.2	-1	102	-3	-4	-0.9	-6	.
CC(=O)c1c(COC(=O)c2cccnc2)nc2ccccc2[n+]1[O-]	5	-32	-1.0	0	.	2	-1	-0.1	-3	3
COc1ccc(NC(=O)CSc2nc(=O)n(CCN(C)C)c3c2CCCC3)cc1	.	-4	.	2	101	0	-5	-0.5	2	.
COc1ccc(NC(=O)c2cnn3c(C(F)(F)F)cc(-c4ccco4)nc23)cc1OC	5	9	2.8	0	88	-3	.	-1.6	2	1
CCNC(=O)COC(=O)/C=C/c1cccc(F)c1	-1	-9	-0.6	-4	105	-1	.	-0.1	-17	-2
COCCNS(=O)(=O)c1cc2[nH]c3c(c2cc1C)C(=O)CC(C)(C)C3	-1	9	1.5	-4	99	-3	-1	-2.7	-7	0
CCCC(=O)NC(=S)Nc1cccc(NC(=O)c2ccccc2)c1	3	11	0.1	-1	101	3	-1	-1.0	-1	-3
CCOc1ccccc1NC(=O)C(OC(=O)c1ccc(NC(=O)CC#N)cc1)c1ccccc1 (centres undefined)	-2	-8	-0.9	2	89	-1	-2	-3.5	-14	-6
O=C(NC1(C(F)(F)F)NC(=O)N(Cc2cccnc2)C1=O)c1cccs1 (centres undefined)	-1	14	-1.8	-3	110	-5	.	0.0	5	0
Next section
SMILES	Keap1 Nrf2 FP	Arrestin-AP2 inh	LANA DNA inh	DAGLB inh	DSG3 Ab inh	V-ATPase pHluor	CAL PDZ FP-1	CAL PDZ FP-2	RTF Ca sens inh	NSD2 HMT inh
Oc1cccc(/C=N/Nc2cccc3cccnc23)c1	-3	-2	-0.5	2	103	-5	-1	0.0	-3	1
Cn1c(=O)[nH]c(=O)c2c1ncn2CCN1CCCCC1	-4	5	-0.8	-1	107	0	0	.	5	-3
CC(C)OCCCNc1ncc2c(n1)CC(c1cccs1)CC2=O (centres undefined)	-2	-1	-0.8	-9	102	4	7	-1.1	-3	-1
Cc1ccc(NC(=O)COC(=O)CCc2c(C)nc3ncnn3c2C)cc1	0	-3	7.3	1	139	-1	2	-0.2	-5	-1
O=c1oc2ccccc2c(O)c1Sc1ccc(Cl)cc1	-8	9	-0.2	6	90	2	-1	1.6	5	0
COc1ccc(/C=N/NC(=O)c2[nH]c3ccc(C)cc3c2-c2ccccc2)c(C(=O)O)c1OC	-2	-1	-0.5	-2	89	-1	-2	-0.3	4	0
C=CCOC(=O)C(C(=O)Cc1ccccc1)c1ccccc1 (centres undefined)	-1	-5	2.0	-6	116	3	3	0.0	-2	0
Cc1cc2c(ccc3[nH]onc32)n1	-2	21	1.2	-4	97	-1	-2	-0.5	0	.
CCCCC(=O)Nc1ccc2c(c1)OCCO2	-7	-3	1.7	-1	98	-2	-2	-1.2	2	.
OCCC1CN(Cc2ccc(C(F)(F)F)cc2)CCN1Cc1ccccc1 (centres undefined)	-3	-17	-0.9	-3	102	-1	.	0.3	-4	0
COCCC(=O)N1CCC(C(=O)Nc2ccc(Oc3ccccc3)nc2)CC1	0	18	-0.1	-3	95	3	-1	-2.0	1	4
Cc1cc(C)c2[nH]c(=O)c(CN(CC3CCCO3)C(=S)Nc3ccccc3)cc2c1 (centres undefined)	-5	-10	0.7	-1	.	-4	0	-1.3	-6	2
CCn1c(O)c(/C=C2\C=Nc3ccccc32)sc1=Nc1ccc(C)cc1	-5	-4	1.1	-6	104	2	-7	-0.5	6	-1
CN(C)C(CNc1ncnc2sc3c(c12)CCCCC3)c1ccco1 (centres undefined)	-7	-1	-1.8	-4	96	-2	0	-1.3	3	7
Cc1oc(-c2ccccc2F)nc1CS(=O)(=O)CC(=O)N1CCCCCC1	-1	5	-1.8	2	104	-3	-3	-0.2	-6	.
Cc1ccc(C2C3=C(CCCC3=O)N=C3c4ccccc4C(=O)C32)cc1 (centres undefined)	-4	-7	0.0	29	102	2	-5	1.8	9	16
Cc1ccc(NC2=C(CC(=O)O)C(c3ccccc3)N(c3ccc(C)cc3)C2=O)cc1 (centres undefined)	-7	6	-1.1	2	91	-1	-3	-0.1	-12	5
CCN(CC)S(=O)(=O)c1ccc(N2CCCCC2)c(C(=O)Nc2ccccc2N2CCOCC2)c1	-2	6	-0.2	-4	99	-1	6	-0.4	-6	-3
CC(=O)N1c2ccc(S(=O)(=O)N3CCCCC3)cc2CC1C (centres undefined)	-2	-6	0.3	1	0	-9	-2	-1.9	5	-1
CCC/C=N/NC(=O)c1cccc(Br)c1	-3	18	-0.8	-3	105	1	86*	-1.1	-1	-4
CC(C)CC(=O)Nc1cccc(-c2csc(-c3ccccc3)n2)c1	-1	2	3.2	-7	106	3	-4	-0.4	3	0
O=C(Nc1ccc([N+](=O)[O-])cc1)C(Cc1ccccc1)N1C(=O)c2cccc3cccc(c23)C1=O (centres undefined)	-4	-3	0.9	1	111	-1	-3	-0.7	-11	4
CCOC(=O)c1c(NC(=O)CCS(=O)(=O)c2ccccc2)sc2c1CC(C)(C)NC2(C)C	0	46	-1.5	-3	.	-6	-1	-1.9	1	5
COc1cccc(C=Nc2cc(C)cc(C)c2)c1O	-6	16	-0.6	2	104	0	-4	0.4	-7	3
Cc1onc(-c2ccccc2Cl)c1C(=O)N1CCC(Cc2ccccc2)CC1	-3	39	-0.4	-10	101	-1	-1	-3.0	3	2
(cont.)
SMILES	Keap1 Nrf2 FP	Arrestin-AP2 inh	LANA DNA inh	DAGLB inh	DSG3 Ab inh	V-ATPase pHluor	CAL PDZ FP-1	CAL PDZ FP-2	RTF Ca sens inh	NSD2 HMT inh
N#CCCn1nc(Cc2cccc3ccccc23)c(C#N)c1N	-2	4	0.8	3	99	7	-5	-1.5	-9	.
Cc1cnc(C(=O)OCC(=O)NC(=O)NC(C)C)cn1	-4	15	-1.1	-1	105	4	-3	-1.1	-5	-1
N#C/C(=C\c1ccc(F)cc1)C(=O)Nc1ccccn1	-3	4	-0.9	-3	115	-1	-1	-1.7	-2	-12
Oc1ccc(NCc2cccs2)cc1	-2	11	-2.0	0	89	0	-3	1.1	-10	27
COc1ccc(-n2nc(C(=O)NCC(=O)NC3CCCCCC3)c3ccccc3c2=O)cc1OC	0	28	-0.5	-4	92	1	-2	-2.0	3	-7
COc1ccc(N(CC(=O)Nc2ccc(F)cc2)S(=O)(=O)c2ccccc2[N+](=O)[O-])c(OC)c1	3	-3	2.2	1	78	2	-4	-3.0	-17	2
O=C(CCC(=O)Nc1ccc(F)cc1)N/N=C/c1ccc(Br)cc1	-2	-2	1.5	-2	101	2	-4	0.9	-3	0
Cc1cccc(C)c1NC(=O)COc1ccc2c(C)c(Cc3ccccc3)c(=O)oc2c1C	-5	2	-1.1	1	86	-1	-1	-1.4	-5	-4
CN(C)N1C(N)=C(C#N)C(c2ccc(Br)cc2)C2=C1CCCC2=O (centres undefined)	-2	35	-1.8	3	91	2	-3	-5.1	-10	2
C/C(=N\Nc1ccc([N+](=O)[O-])cc1)c1ccc(N)cc1	-6	4	-0.7	3	98	-1	1	0.4	-3	4
COc1ccc(C2NC(=S)N(c3ccccc3)C(C)=C2C(=O)Nc2ccccc2)cc1 (centres undefined)	-5	14	-0.4	6	97	-5	-1	-0.2	-3	1
O=C(CNC(=O)c1ccc(Cl)cc1Cl)OCC(=O)N1CCN(c2ccccc2)CC1	1	34	1.3	1	103	-4	-2	-0.2	7	-2
CCOC(=O)C(=CNc1ncccc1C)C(=O)OCC	0	-2	-1.7	3	101	-3	-1	-2.2	2	-2
O=C(CN1C(=O)C(=O)N(C2CCCC2)C1=O)Nc1ccc([N+](=O)[O-])cc1	-1	1	-1.4	-2	97	8	-6	-0.6	-10	0
